High-throughput results deposited in PubChem by National Center for Advancing Translational Sciences (NCATS).
BCR signal inh = blocks chronic active B-cell receptor signaling; ABC-DLBCL IkBa-CBG/CBR reporter, luminescence ratio, 4 h; Potency, µM (top dose mostly 46.1 µM), without a hit: at the highest dose ratio change, negative = lower green/red ratio, hits mostly inhibitors; 340,000 compounds, 0.05% hits; AID 493014; active = well fitted inhibition curve with a large enough effect in the signal ratio, with a control signal flat, not every such curve was filed as active; inconclusive = small, poorly fitted or top-dose-only effect, or effect the other way, or a change in a side signal; the % refers to the signal ratio;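 also: potency is read from the fitted curve at half-maximal effect; plate controls were basal doxycycline-induced cells for no effect and cells given 10 µM MG132 for full effect; MG132 reads +100%, hits lower the ratio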
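Concentration-response series (up to 46 uM) were applied to TMD8 dual-reporter cells for 4 h at 37C with doxycycline. Green/red ratio, after filter-overlap correction, defined %Activity; red signal alone was normalised to basal cells and zero luminescence.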
GALK inh = inhibitors of human galactokinase | P51570 | Purified GALK, Kinase-Glo residual ATP luminescence | Potency, µM (highest dose often 57.5 µM), for inactives: at the top dose activity change, negative = inhibition, most hits filed as inhibitors | 270,000 compounds, 0.007% hits | AID 1868; also: potency is read from the fitted curve at half-maximal effect; % is scaled to controls: 0 for no effect and ±100 for the full control effect
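Compounds were pin-transferred into ATP buffer (35 uM final), then GALK plus galactose (5 nM, 100 uM final) was added. After 1 h at room temperature, Kinase-Glo Plus was added and luminescence read after 10 min.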
FBPA coupling cs = coupling enzyme interference in Giardia aldolase counter-screen. coupling enzyme system counterscreen, AmpLite Red fluorescence. activity change, negative = inhibition, % at 58.2 µM, hits read low. 290,000 compounds, 0.67% hits. AID 2472; in the data active = activity change below about -30%; also: % is scaled to controls: 0 for no effect and ±100 for the full control effect
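Coupling enzymes only (glyceraldehyde-3-phosphate) + compound, at 57.5 uM final, 10 min RT; add substrate/coupling/AmpLite Red mix, 20 min RT; fluorescence ex 525/em 598 nm. Actives flag coupling-system interference.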
PKM2 activator = increases activity of human pyruvate kinase M2 | purified PKM2, Kinase-Glo ATP luminescence, activation; response scale: 0% is enzyme alone, no compound | Potency, µM (series often up to 57.5 µM), for the others: top-dose activation, usual class: activators | 260,000 compounds, 0.34% hits | AID 1631; also: potency is read from the fitted curve at half-maximal effect; % is scaled to controls: 0 for no effect and ±100 for the full control effect; nearly all actives have a fitted effect of over 55% in size
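Purified hPK-M2 (>95% pure) converted ADP (0.1 mM final) to ATP with 0.5 mM PEP in 50 mM imidazole pH7.2, KCl, MgCl2, Tween 20, BSA; 1 h at room temperature. ATP detected by Kinase-Glo luminescence.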
B2AR arrestin = beta2AR (human) beta-arrestin recruitment activity. AID 492947. beta-arrestin recruitment to beta2AR, cell-based reporter. P07550. 330,000 compounds, 0.02% hits. Potency, µM (top dose mostly 46.1 µM), for the others: top-dose activation, most hits filed as activators;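 also: potency is read from the fitted curve at half-maximal effect; 0% = DMSO controls and full agonism = EC100 isoproterenol or metaproterenol; nearly all actives have a fitted effect of over 65% in size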
PTAP TSG101 blk = blocks PTAP/TSG101 interaction to inhibit HIV-1 budding; AID 493005; Potency, µM (doses to about 115 µM), inactives show at the top dose activity change, negative = inhibition, hits mostly inhibitors; 340,000 tested, under 10 active; Fluorescence polarization, FITC-PTAP peptide / Tsg101 binding; active = well fitted inhibition curve with a large enough effect in the main read-out, with a control signal flat, not every such curve was filed as active; inconclusive = small, poorly fitted or top-dose-only effect, or effect the other way, or a change in a side signal; inactive = no such curve, though single readings can be large or run the other way; also: potency is read from the fitted curve at half-maximal effect; % of control where 0% means no effect
Target sequence (Q99816 whole entry, looked up): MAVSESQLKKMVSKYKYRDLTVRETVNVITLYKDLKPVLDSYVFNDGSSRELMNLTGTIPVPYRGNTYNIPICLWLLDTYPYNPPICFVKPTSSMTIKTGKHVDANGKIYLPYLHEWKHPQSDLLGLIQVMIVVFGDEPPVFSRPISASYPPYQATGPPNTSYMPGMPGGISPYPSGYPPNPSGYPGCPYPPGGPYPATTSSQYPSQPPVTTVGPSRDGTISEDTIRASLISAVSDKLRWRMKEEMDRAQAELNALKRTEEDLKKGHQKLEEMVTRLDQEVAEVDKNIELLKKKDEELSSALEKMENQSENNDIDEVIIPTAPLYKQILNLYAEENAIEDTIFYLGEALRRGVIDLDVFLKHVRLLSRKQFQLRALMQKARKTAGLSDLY
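Fluorescence polarization binding of Tsg101 binding domain (10 uM final) to FITC-labeled PTAP peptide (50 nM final) in HEPES pH 7.5 buffer with NaCl, Tween 20, EDTA, TCEP. Compounds added before peptide; binding 20 min at RT.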
ASM inhibitor = inhibitors of human secretory acid sphingomyelinase | 340,000 compounds, 0.006% hits | P17405 | Potency, µM (titrated, usually from 57.5 µM), for the others: top-dose activity change, negative = inhibition, actives largely listed as inhibitors | placental ASM, HMU-PC fluorogenic substrate, 60 min; also: potency is read from the fitted curve at half-maximal effect
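Human placenta-derived ASM enzyme was preincubated with compound for 10 minutes at room temperature, then given fluorogenic substrate HMU-PC0 (9 uM final) for 60 minutes at 37 °C; a pH 10 stop preceded fluorescence reading at Ex 386/Em 447 nm.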
Menin MLL FP TR = inhibitors of human menin-MLL interaction, mutant MLL peptide. O00255. Menin + Texas Red MLL mutant peptide, fluorescence polarization. Potency, µM (titrated, usually from 61.6 µM), inactives show top-dose FP activity change, negative = inhibition, most hits filed as inhibitors. 270,000 compounds, 0.23% hits. AID 1768; active = well fitted inhibition curve with a large enough effect in the polarisation, with a control signal flat, not every such curve was filed as active; inconclusive = small, poorly fitted or top-dose-only effect, or effect the other way, or a change in a side signal; inactive = no such curve, though single readings can be large or run the other way; the % refers to the polarisation; also: potency is read from the fitted curve at half-maximal effect; % of control where 0% means no effect; many of its hits are not listed in these tables
Giardia kill = Giardia lamblia killing; 340,000 compounds, 0.15% hits; activity change, % at 7.66 µM, hits read low; Giardia lamblia trophozoite viability; AID 540267; in the data active = activity change below about -80%; inconclusive = between about -30% and that limit;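 also: parasites exposed to compound for two days anaerobically before the ATP read; % is scaled to controls: 0 for no effect and ±100 for the full control effect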
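Media and compound were dispensed first, then trophozoites at 100 cells/well; plates sat 48 hrs at 37 deg C without oxygen before ATP luminescence reagent was added and read after 15-30 min at room temperature.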
Tb PFK block = inhibitors of T. brucei phosphofructokinase; O15648; T. brucei PFK, ADP-Glo luminescence; Potency, µM (top dose mostly 57.5 µM), for the others: at the top dose activity, negative = inhibition, usual class: inhibitors; 330,000 compounds, 0.17% hits;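 also: potency is read from the fitted curve at half-maximal effect; 0% = uninhibited 1x PFK enzyme wells and -100% = no-enzyme wells; nearly all actives have a fitted effect of over 60% in size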
Target sequence (O15648 whole entry, looked up): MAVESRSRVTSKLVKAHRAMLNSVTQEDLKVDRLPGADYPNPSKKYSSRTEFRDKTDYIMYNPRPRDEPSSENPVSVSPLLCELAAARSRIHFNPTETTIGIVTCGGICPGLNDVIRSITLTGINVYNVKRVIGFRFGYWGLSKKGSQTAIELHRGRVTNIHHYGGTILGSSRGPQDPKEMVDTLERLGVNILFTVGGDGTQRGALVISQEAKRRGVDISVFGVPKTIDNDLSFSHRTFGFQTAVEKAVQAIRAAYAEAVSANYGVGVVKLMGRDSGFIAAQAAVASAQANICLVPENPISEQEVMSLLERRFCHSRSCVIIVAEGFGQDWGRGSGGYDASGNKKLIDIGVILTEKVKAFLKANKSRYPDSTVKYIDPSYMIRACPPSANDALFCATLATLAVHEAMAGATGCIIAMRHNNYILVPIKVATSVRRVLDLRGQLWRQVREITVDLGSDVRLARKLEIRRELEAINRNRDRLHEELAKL
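In TEA buffer at pH 8.0 with 5 mM MgCl2, enzyme (1.25 nM) converted F6P (0.5 mM) and ATP (0.1 mM) for 45 min at room temperature. ADP product was read by luciferase luminescence.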
Integrin act MD = integrin-mediated muscular dystrophy alleviation activation. AID 624291. 350,000 compounds, 0.064% hits. Potency, µM (doses to about 38.3 µM), for inactives: top-dose activation, hits mostly activators. alpha7betagal myoblasts, beta-gal FDG fluorescence, 48 h;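 also: potency is read from the fitted curve at half-maximal effect; 100% = response of the positive control SU9516; nearly all actives have a fitted effect of over 60% in size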
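Alpha7betagal+/- myoblasts (passage 13) were plated 16-24 hr, then exposed to compounds (1:260 dilution of DMSO stock) for 48 hours at 37C. After MPER lysis, β-galactosidase reporter activity was read as FDG fluorescence (ex 480/em 540) after 30 minutes.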
The depositor's hits bear a star; ? = inconclusive; . = not tested or not shown; & = joins results of further samples; [ ] = remark or other dose. Unless noted, calls follow the shape of the dose curve; as a rule, active = well fitted curve in the direction sought with a large enough effect; inconclusive = small, poorly fitted or top-dose-only effect, or another doubt; inactive = no such curve, though single readings can be large; an effect the other way counts as inactive or inconclusive.

SMILES | BCR signal inh | GALK inh | FBPA coupling cs | PKM2 activator | B2AR arrestin | PTAP TSG101 blk | ASM inhibitor | Menin MLL FP TR | Giardia kill | Tb PFK block | Integrin act MD
CN(C(=O)CSc1nc(C2CC2)nc2ccccc12)c1nc(-c2ccccc2)cs1 | 0% | 3% | -1 | -2% | -0.9% | -2% | -1% | 1% | -6 | 0% | -7%[7.66 µM]
O=C(CSc1ccccc1Cl)NC1CCCc2ccccc21 (stereo not drawn) | 3% | 0% | 2 | 6% | -0.4% | -1% | 4% | 12% | -7 | -7% | 11%
CCc1ccc(NC(=S)N2CCC(NC(=O)c3ccccc3)CC2)cc1 | 0% | 0% | -1 | -7% | 0.4% | -3% | -3% | ? | 1 | 0% | -24%
COc1cccc(NS(=O)(=O)c2ccc3c(c2)CCCN3C(C)=O)c1 | -11% | 0% | 1 | 2% | -0.6% | -9% | 7% | 4% | 5 | -2% | 8%
CCc1nnc(NC(=O)C2CCCO2)s1 (stereo not drawn) | 4% | 5% | 0 | -9% | -0.1% | -5% | 5% | 9% | -3 | -24% | 25%
COc1ccc(-n2nc(C(=O)NCCCN3CCOCC3)c3ccccc3c2=O)c(OC)c1 | 0% | -2% | 0 | -12%[0.46 µM] | -0.5% | -5% | 1% | -5% | 0 | -3% | 29%
CC(C)(C)OC(=O)N1CCC(C(=O)Nc2ccc3c(c2)CCC3)CC1 | 0% | . | . | . | 4.2% | -6% | -2% | . | 15 | -10% | 15%
COc1ccccc1/C=C1\SC(=S)N(CCC(=O)Nc2cccc(O)c2)C1=O | ? | -7% | 0 | ? | -0.2% | -3% | -1% | ? | -4 | 1% | ?
CCCCC1=CC2=C(c3ccco3)C(=O)C(C)(OC(=O)c3ccc(OC)cc3)C(=O)C2=CN1CCCOC(C)C (stereo not drawn) | 0% | 2% | -10&-7 | 21%[11.5 µM] | -0.4% | . | -6% | -9%[11.7 µM] | -5 | 4% | -3%
CCN1CCN(S(=O)(=O)c2ccc(Cl)c(C(=O)Nc3ccc(OC(F)F)cc3)c2)CC1 | 6% | 6% | . | 0% | 0.3% | -1% | 0% | . | 9 | 0% | -1%
CCCNC(=O)c1ccccc1NC(=O)c1ccccc1N(C)S(=O)(=O)c1ccccc1 | -16% | 3% | 3 | 4% | -0.4% | -1% | -1% | 9% | 12 | 5% | -3%
COc1ccc(OCCSc2nnc(-c3cccnc3)n2N)cc1 | -1% | 1% | 2 | 4% | -0.1% | -3% | 1% | -4% | -9 | 0% | -18%
COc1cccc(NC(=O)Nc2ccc3c(c2)N(C)C(=O)CS3)c1 | -3% | 0% | -6 | -5% | 0.1% | -3% | -7% | . | -14 | -2% | ?
CCn1nc(C(=O)NCc2nnc3ccccn23)c2ccccc2c1=O | 0% | . | . | . | -0.6% | 0% | 2% | . | 16 | 7% | 3%
CC(=O)NC(CC(=O)Nc1cccc(S(=O)(=O)N2CCCCC2)c1)c1ccccc1 (stereo not drawn) | 3% | 2% | 4 | -3% | 0.2% | -3% | 2% | 6% | 15 | 5% | -13%
CC(=O)c1c(C)n(C)c2ccc(O)cc12 | 2% | 0% | -3 | -1% | 0.3% | -1% | -1% | 0% | 6 | 3% | 17%
Cc1ccc(NC(=O)C2CCCN2S(=O)(=O)c2ccc3c(c2)CCC(=O)N3)cc1Cl (stereo not drawn) | -8% | 2% | 4 | 7% | 0.2% | -10% | -2% | -7%[11.7 µM] | -13 | 2% | -6%
COc1cccc(-c2cc(C(F)(F)F)c3c(N)c(C#N)sc3n2)c1 | -6% | -2% | -4 | 0% | -0.1% | . | . | 10% | . | -3% | .
CCN(CC)CCNC(=O)C1(O)c2cc(Br)ccc2NC(=O)N1c1cccc(OC)c1 (stereo not drawn) | 2% | -2% | 0 | . | 0.1% | -4% | 1% | 17% | 19 | 2% | -2%
Cn1c(N/N=C/c2cccs2)cc(=O)n(C)c1=O | 4% | 2% | -27 | 1% | 0.5% | 2% | -4% | 0% | -14 | 5% | 14%
CN(C)CCN(C(=O)C1CCN(S(=O)(=O)c2cccs2)CC1)c1nc2ccccc2s1 | 4% | . | . | . | -0.3% | 1% | -2% | . | -3 | -2% | -13%
CS(=O)(=O)N1CCc2cc(C(=O)N3CCN(c4ccc(F)cc4)CC3)ccc21 | -1% | 0% | . | . | -0.9% | 2% | 4% | . | -20 | -4% | -6%
CCN1C(=O)C2C(C1=O)N1C(c3cccs3)C3C(=O)N(CC)C(=O)C3N1C2c1cccs1 (stereo not drawn) | ? | 3% | 2 | -4% | 0.6% | -2% | 1% | 21% | -5 | -2%[0.46 µM] | -8%
O=C(NC1CCCN(Cc2ccc(Cl)cc2)C1)c1c(F)ccc(F)c1F (stereo not drawn) | 5% | 3% | 2 | -1%[11.5 µM] | -0.5% | -2% | 2% | -19% | -8 | 1% | -2%
O=C(NCCN1CCOCC1)c1ccc(S(=O)(=O)Nc2ccccc2)cc1 | -1% | . | . | . | -0.3% | -3% | 0% | . | -9 | -1% | 5%
CC(=O)c1ccc(NC(=O)CN2CCN(c3ncccn3)CC2)cc1 | ? | 1% | -55* | -1% | 0.2% | -4% | 4% | 4% | -2 | -2% | -17%
CCOC(=O)C1=C(N)Oc2c(oc(CO)cc2=O)C1c1ccc(Cl)cc1 (stereo not drawn) | ? | -2% | 1 | -1% | 0.5% | -3% | -9% | . | -1 | 1% | -21%
COc1ccc(/C=N/NC(=O)c2nnn(-c3nonc3N)c2-c2cccs2)cc1OC | -4% | 9% | . | . | 0.2% | -9% | -15% | . | 8 | -6% | 0%
N#CCC1c2ccccc2CCN1C(=O)Nc1cccc(Cl)c1 (stereo not drawn) | 3% | 0% | -1 | 2% | -0.2% | -6% | -1% | 21% | 4 | -4% | 8%
Cc1ccc(-c2nnn(CC(=O)Nc3ccccc3N3CCOCC3)n2)cc1 | -1% | -1% | 0 | -3% | 4.7% | -4% | 0% | -11% | 27 | 5% | -25%
Cc1[nH]nc2c1C(c1ccoc1)C(C#N)=C(N)O2 (stereo not drawn) | ? | 3% | -3 | 4% | -0.8% | -1% | 3% | 3% | 14 | -6% | -5%
COc1cc(N=Nc2ccc3ccccc3c2)ccc1O | -23% | -8% | 3 | 0% | 0.5% | -5% | ? | ? | -15 | 3% | -31%
Nc1nonc1-n1nnc(C(=O)N/N=C/c2cc(Br)ccc2O)c1CNc1ccccc1 | 4% | 0% | . | . | -0.6% | 1% | ? | . | ? | 3% | -28%
O=C(NC1CCN(Cc2ccccc2)CC1)c1ccccc1 | -1% | 2% | 2 | . | 0.2% | -1% | 1% | -23% | 13 | 0% | 7%
CCN1CCN(C(=O)CCc2nc3ccccc3n2-c2ccccc2)CC1 | -1% | 1% | 2 | 9% | -1.7% | -2% | -3% | 2% | 14 | -4% | -10%
CC1Nc2ccccc2C(=O)N1NS(C)(=O)=O (stereo not drawn) | 5% | 1% | 0 | 1% | 0.1% | -9% | 74%[activator] | -1% | 6 | 0% | 5%
COc1ccc(C(=O)NC(C)c2cc(OC)c(OC)cc2Br)cc1 (stereo not drawn) | ? | -2% | 12 | -2% | -1.1% | -7% | -2% | -2% | 5 | -6%[0.46 µM] | -15%
CC(C)n1nccc1N(Cc1ccc(C#N)cc1)S(=O)(=O)c1ccccc1 | 4% | 3% | 0 | . | -0.4% | -7% | -2% | 0% | 9 | 1% | 0%
Cc1cc(NC(=O)CCC(=O)N(Cc2ccco2)C(C(=O)NC2CCCC2)c2ccccc2C)no1 (stereo not drawn) | ? | -1% | 2 | -15% | -0.4% | 3% | 0% | -14% | 12 | 1% | 18%
Cc1cccc(NC(=O)CSc2ccc3nnc(-c4cccnc4)n3n2)c1 | -14% | -2% | -1 | 1% | -0.8% | -4% | -1% | -3% | 4 | 0% | -34%
COc1ccc(C(C)(C)C)cc1NC(=O)CNc1cccc2ccccc12 | 15% | 0% | -6 | -8% | 0.1% | -4% | -19% | 17% | 3 | 10% | -11%
CCCCCCCNC(=O)C1(CC2CC(c3ccc(Cl)cc3)=NO2)CCNCC1 (stereo not drawn) | -1% | . | 3 | -1% | -0.7% | -2% | -15% | 1% | -11 | 5% | -51%[inhibitor]

The list is partial; count on the stated rates, not on these rows.
